Screening data (PubChem)
LGR2 antag: Drosophila LGR2 receptor signaling inhibition | inhibition, % at 9.99 µM | AID 720647 | HEK293 LGR2, CRE-luciferase, bursicon-stimulated, 4 h | 0.35% of 380,000 active;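 active = drop in luminescence signal, shown as inhibition above about 50% in the replicate tests, limit read from the data, passing the limit was not always enough; inconclusive = probably only some replicates passing the limit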;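 also: agonist challenge used bursicon conditioned medium at about half maximal strength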
DENV2 CPE rescue: protects cells from dengue virus 2 cytopathic effect. DENV2-infected cells, cytopathic effect rescue, plate reader. CPE inhibition, % at 9.99 µM. 1.7% of 350,000 active. AID 651640; in the data active = CPE inhibition above about 20%, passing the limit was not always enough; inconclusive = no clear call, values can overlap the other calls; tested in BHK-21 cells;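 also: 0% = median of neutral control wells and 100% = median of positive control wells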
EWS-Fli block: blocks EWS/Fli oncoprotein-driven transcription; A673 NR0B1-luciferase reporter, viability-normalised; inhibition, % at 12.6 µM; 0.67% of 350,000 active; AID 651661;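 active = mean inhibition of at least 50% after viability correction, with every replicate also passing that limit; inconclusive = mean reaches 50% but only one of two replicates passes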;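 also: firefly luciferase signal divided by Alamar Blue viability fluorescence both relative to DMSO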
PAX8 inh HTS: inhibitors of PAX8 transcriptional activity in RMG-I cells. RMG-I TPO-luciferase reporter, SteadyGlo, 24 h. inhibition, % at 12.6 µM. 1.2% of 360,000 active;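 active = mean replicate inhibition at least 60% with every replicate also reaching 60%; inconclusive = only one of the two criteria is met; inactive = mean below 60% and not all replicates reaching 60%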;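 also: luciferase light reporting Pax8 driven TPO promoter activity; plate controls were median of neutral control wells for no effect and mitoxantrone controls for full effect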
CASP6 VEID inh: inhibitors of human caspase-6; P55212; purified caspase-6, Z-VEID-R110 cleavage fluorescence; inhibition, % at 12.5 µM; 0.53% of 350,000 active;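 active = mean inhibition across replicates at least about 35%, with every replicate also reaching that limit, limit read from the data; inconclusive = only one of the two criteria met; inactive = neither criterion met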;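 also: 0% = median of neutral control wells and 100% = no fluorescence left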
Target sequence (P55212 24-179 limits assumed): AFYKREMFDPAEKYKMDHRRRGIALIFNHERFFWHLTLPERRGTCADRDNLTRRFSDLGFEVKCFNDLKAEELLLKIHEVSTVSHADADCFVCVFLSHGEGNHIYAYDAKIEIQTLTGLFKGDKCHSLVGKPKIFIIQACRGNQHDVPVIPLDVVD
Target sequence (P55212 194-293 limits assumed): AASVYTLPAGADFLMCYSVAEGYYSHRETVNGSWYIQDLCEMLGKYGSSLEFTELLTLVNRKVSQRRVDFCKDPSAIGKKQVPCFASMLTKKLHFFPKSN
SIRT5 inh: sirtuin-5 (human) deacylase inhibition | 1.1% of 330,000 active | Purified SirT5, succinyl-peptide AMC, trypsin-coupled fluorescence | AID 652115 | inhibition, % at 15 µM | Q9NXA8; in the data active = inhibition above about 15%; inconclusive = no clear call, values can overlap the other calls
Target sequence (Q9NXA8 whole entry, looked up): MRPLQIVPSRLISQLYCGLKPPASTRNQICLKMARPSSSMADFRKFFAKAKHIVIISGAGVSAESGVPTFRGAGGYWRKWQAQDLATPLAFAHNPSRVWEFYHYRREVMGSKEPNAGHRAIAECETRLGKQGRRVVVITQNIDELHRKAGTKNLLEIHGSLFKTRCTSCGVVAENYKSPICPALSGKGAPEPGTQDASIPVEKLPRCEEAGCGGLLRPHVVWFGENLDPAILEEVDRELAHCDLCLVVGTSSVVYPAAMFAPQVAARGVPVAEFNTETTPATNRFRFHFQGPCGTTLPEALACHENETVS
ARNT TACC3 PPI: ARNT/TACC3 interaction disruption. Q9Y6A5. AlphaScreen His-ARNT PAS-B/GST-TACC3 binding, luminescence; TACC3 fragment carries E629A point mutation. inhibition, % at 9.99 µM. 0.66% of 390,000 active. AID 623870;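 active = mean inhibition of replicates at least 50% and at least half of replicates each reaching 50%; inconclusive = half or more replicates reach 50% but mean below 50%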;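 also: 0% = complete ARNT plus TACC3 wells and 100% = ARNT alone without TACC3; many hits fall short of the cut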
Active calls of the source: *; ? = inconclusive; nt = no result given; & = joins results of further samples. Hits appear at their usual frequency. About 4.9% of those tested had a hit in this group.

SMILES	LGR2 antag	DENV2 CPE rescue	EWS-Fli block	PAX8 inh HTS	CASP6 VEID inh	SIRT5 inh	ARNT TACC3 PPI
CCN1[C@@H]2c3ccc(-c4ccccc4)c(=O)n3C[C@@H]2[C@@H](CO)[C@@H]1C(=O)N1CCN(C)CC1	6	-2	2	3	nt	-1	nt
CC1=NN(c2ccc(C(=O)O)cc2)C(=O)/C1=C\c1ccc(OC(=O)c2cccs2)cc1	-18	-3	-7	-13	52*	2	28
CSCC[C@H](NC(=O)Cc1c(C)c2c(cc(C)c3c(C)coc32)oc1=O)C(=O)O	12	3	7	20	2	-10	6
Cc1cc(=O)oc2cc(NC(=O)C(C)Oc3cccc(Cl)c3)ccc12 (centres undefined)	-11	5	8	6	5	-2	21
COc1ccccc1Oc1ccc(NC(=O)c2ccccc2)cc1	-17	11	-28	-32	-4	-3	-3
Cc1ccc(S(=O)(=O)Nc2ccc3c(c2)CC(=O)N([C@H](C)CO)C[C@H](C)[C@H](CN(C)Cc2ccc(Oc4ccccc4)cc2)O3)cc1	-10	50*	-7	-11	2	11	6
Cc1cc(C(=O)Nc2sc3c(c2C#N)CCCC3)no1	-6	-3	-37	nt	-2	-1	-2
COc1ccc(Cl)cc1NC(=O)CN(C)C(=O)Cn1cnc2c1c(=O)n(C)c(=O)n2C	13	-1	3	-1	0	-1	-4
Cc1cccc(C)c1NC(=O)Nc1ccc2c(c1)OCO2	-1	1	-11	-19	1	0	4
COc1cc(CNCc2ccco2)cc(OC)c1O	1	-2	9	15	0	1	-3
Cc1ccc2nc3c(cc(C(=O)NC4CCCC4)c(=N)n3C3CCCCC3)c(=O)n2c1	19	-2	12	9	-1	2	1
O=C(C(=NNc1ccccc1)c1ccccc1)c1ccccc1	8	1	4	12	-2	nt	9
FC(F)(F)c1nc2nc(Cl)c(Cl)nc2[nH]1	5	-3	-4	8	-4	nt	nt
C[C@H]1CN([C@@H](C)CO)S(=O)(=O)c2ccc(Br)cc2O[C@@H]1CN(C)Cc1cccc(F)c1	35&6	-3&-9	-8&1	9	3&-1	4&8	3
CCOC(=O)C1(Cc2ccccc2)CCN(Cc2cn(CC(=O)OC)c3ccccc23)CC1	6	4	2	6	-2	-4	nt
COc1ccc([C@H]2N[C@]3(CCCN(Cc4ccco4)C3=O)[C@H]3C(=O)N(Cc4ccccc4)C(=O)[C@@H]23)cc1	-2	1	-29	-18	0	0	nt
Cc1scc(C(=O)N/N=C/c2ccsc2)c1C	33	4	-72	-85	-1	0	-1
O=C(C1CCCN(c2ncnc3c2nc2n3CCCCC2)C1)N1CCN(c2ccc(F)cc2)CC1 (centres undefined)	-19	-6	14	21	3	-2	8
COc1ccc(OC)c(-c2csc(NC(=O)COC(=O)C3(C)CC3(Cl)Cl)n2)c1 (centres undefined)	5	9	-11	-6	-9	-3	21
CCOC(=O)c1c(C)n(-c2ccc(C)cc2)c2ccc(OCC(O)CN3CCN(C)CC3)cc12 (centres undefined)	48	-2	7	28	-69	-2	22
COc1cccc(-c2ncn(CCc3ccccc3OC)c2C(C)C)c1	-7	-14	26	20	2	nt	nt
O=C(Nc1nnc(C2CC2)s1)c1cc(Cl)sc1Cl	-24	-7	-34	-93	-2	-1	-4
CN1c2ccc(-c3ccc(F)cc3)cc2[C@H]2[C@H](CCN2S(=O)(=O)c2cccc(F)c2)[C@@H]1CO	14	-28	44	15	3	4	2
O=C(N/N=C/c1cccc(Cl)c1Cl)Nc1ccccc1	-61	5	-62	nt	1	0	-2
CC(=O)N(C)C[C@H]1Oc2cc(C#C[C@H](C)O)ccc2S(=O)(=O)N([C@H](C)CO)C[C@@H]1C	4	3	-16	-4	0	0	-4
CC(C)N(Cc1nccn1C)C(=O)C1CCC(=O)N(CCc2ccccc2)C1 (centres undefined)	-18	13	4	-8	-2	nt	nt
NC(=O)[C@@H]1[C@H]2C(=O)O[C@H](c3ccccc3)[C@H](c3ccccc3)N2[C@H](c2ccc(O)cc2)[C@@]12C(=O)Nc1ccccc12	nt	-8	-7	-19	2	-2	2
O=C(NCc1ccc(F)cc1)c1cc2c(cc1Cl)N1CCCCCC1=NS2(=O)=O	-12	4	13	-4	3	2	nt
O=C(NNC(=O)c1cc(-c2ccc(Br)cc2)nc2ccccc12)c1csc(N2CCOCC2)n1	-10	-6	0	-2	3	0	15
COc1ccc(CNC(=O)CCNC(=O)N2CC(=O)Nc3ccccc32)cc1	-11	4	4	2	-3	7	nt
COC(C)c1oc2c(C)c3oc(=O)cc(C)c3cc2c1C (centres undefined)	-19	0	-21	-49	-2	-1	-15
C[C@H]1CCCCO[C@H](CN(C)C(=O)Nc2cccc3ccccc23)[C@@H](C)CN([C@@H](C)CO)C(=O)c2cc(NC(=O)Cc3ccccc3)ccc2O1	5	5	31	45	-1	7	-1
C[C@H](CO)N1C[C@H](C)[C@@H](CN(C)CC2CC2)Oc2cc(-c3cccc(C#N)c3)ccc2S1(=O)=O	3	18	6	-11	0	16*	-1
C[C@H](CO)N1C[C@H](C)[C@H](CN(C)C(=O)Nc2ccccc2)Oc2c(NS(=O)(=O)c3ccc(F)cc3)cccc2C1=O	5	-1	-5	nt	nt	5	5
C[C@H]1CN([C@@H](C)CO)S(=O)(=O)c2ccc(C3=CCCC3)cc2O[C@@H]1CN(C)Cc1cccnc1	-11	30*	16	9	-1	3	7
CCOc1ccc(/C=C(\C#N)C(=O)Nc2cccnc2)cc1	2	nt	nt	-2	nt	nt	0
Cc1cc(=O)[nH]c(N/N=C/c2cc(C)n(CC(F)(F)F)c2C)n1	2	1	19	21	-1	0	2
O=C(Cn1c(C(=O)OCCO)cc2ccccc21)c1ccccc1	nt	-4	0	22	9	14	-19
CCCC(=O)Nc1ccc2c(c1)C(=O)N(C)[C@H]1CC[C@H](CC(=O)Nc3ccccc3)O[C@H]1CO2	-2	3	-9	9	4	0	-5
CCOP(=O)(OCC)c1nc(-c2cccc3ccccc23)oc1NCCc1ccc(OC)cc1	9	-10	5	9	3	-40	-5
C[C@@H]1CCCCO[C@@H](CN(C)C(=O)c2ccncc2)[C@H](C)CN([C@@H](C)CO)C(=O)c2cc(NC(=O)CCC(F)(F)F)ccc2O1	-24	?	-5	-22	nt	nt	-1
COc1ccc(Br)cc1C(=O)N/N=C/c1ccc([N+](=O)[O-])cc1	-5	4	20	-14	0	-1	0
CCn1ncc(CN2CCC(Oc3cc(C(=O)NC4CC4)ccc3OC)CC2)c1C	-4	2	nt	9	4	2	-9
C[C@@H]1CN([C@H](C)CO)C(=O)c2cccc(NC(=O)Nc3ccc(F)cc3)c2O[C@H]1CN(C)Cc1ccc(C(=O)O)cc1	9	0	13	-13	0	0	17
CC(C)C#Cc1ccc([C@@H]2[C@@H](CO)N3C(=O)CN(C(=O)c4ccc5c(c4)OCO5)C[C@H]23)cc1	-8	5	6	nt	5	20*	nt

Part of the list above, with bars between the fields:
SMILES | LGR2 antag | DENV2 CPE rescue | EWS-Fli block | PAX8 inh HTS | CASP6 VEID inh | SIRT5 inh | ARNT TACC3 PPI
C[C@H](CO)N1C[C@H](C)[C@@H](CN(C)CC2CC2)Oc2cc(-c3cccc(C#N)c3)ccc2S1(=O)=O | 3 | 18 | 6 | -11 | 0 | 16* | -1
C[C@H](CO)N1C[C@H](C)[C@H](CN(C)C(=O)Nc2ccccc2)Oc2c(NS(=O)(=O)c3ccc(F)cc3)cccc2C1=O | 5 | -1 | -5 | nt | nt | 5 | 5
C[C@H]1CN([C@@H](C)CO)S(=O)(=O)c2ccc(C3=CCCC3)cc2O[C@@H]1CN(C)Cc1cccnc1 | -11 | 30* | 16 | 9 | -1 | 3 | 7
CCOc1ccc(/C=C(\C#N)C(=O)Nc2cccnc2)cc1 | 2 | nt | nt | -2 | nt | nt | 0
Cc1cc(=O)[nH]c(N/N=C/c2cc(C)n(CC(F)(F)F)c2C)n1 | 2 | 1 | 19 | 21 | -1 | 0 | 2
O=C(Cn1c(C(=O)OCCO)cc2ccccc21)c1ccccc1 | nt | -4 | 0 | 22 | 9 | 14 | -19
CCCC(=O)Nc1ccc2c(c1)C(=O)N(C)[C@H]1CC[C@H](CC(=O)Nc3ccccc3)O[C@H]1CO2 | -2 | 3 | -9 | 9 | 4 | 0 | -5
CCOP(=O)(OCC)c1nc(-c2cccc3ccccc23)oc1NCCc1ccc(OC)cc1 | 9 | -10 | 5 | 9 | 3 | -40 | -5
C[C@@H]1CCCCO[C@@H](CN(C)C(=O)c2ccncc2)[C@H](C)CN([C@@H](C)CO)C(=O)c2cc(NC(=O)CCC(F)(F)F)ccc2O1 | -24 | ? | -5 | -22 | nt | nt | -1
COc1ccc(Br)cc1C(=O)N/N=C/c1ccc([N+](=O)[O-])cc1 | -5 | 4 | 20 | -14 | 0 | -1 | 0
CCn1ncc(CN2CCC(Oc3cc(C(=O)NC4CC4)ccc3OC)CC2)c1C | -4 | 2 | nt | 9 | 4 | 2 | -9
C[C@@H]1CN([C@H](C)CO)C(=O)c2cccc(NC(=O)Nc3ccc(F)cc3)c2O[C@H]1CN(C)Cc1ccc(C(=O)O)cc1 | 9 | 0 | 13 | -13 | 0 | 0 | 17
CC(C)C#Cc1ccc([C@@H]2[C@@H](CO)N3C(=O)CN(C(=O)c4ccc5c(c4)OCO5)C[C@H]23)cc1 | -8 | 5 | 6 | nt | 5 | 20* | nt

Additional structures.
SMILES	LGR2 antag	DENV2 CPE rescue	EWS-Fli block	PAX8 inh HTS	CASP6 VEID inh	SIRT5 inh	ARNT TACC3 PPI
Cc1noc(C)c1S(=O)(=O)N(C)C[C@H]1Oc2c(NC(=O)Nc3ccc(C(F)(F)F)cc3)cccc2C(=O)N([C@H](C)CO)C[C@@H]1C	3	-7	4	30	3	0	2
COc1ccc(C(=O)N2CCc3cc4c(cc3C2C)OCCCO4)cc1 (centres undefined)	-47	-11	0	nt	-1	nt	-9
O=S(=O)(NCCc1cccs1)c1ccc(Br)cc1	-6	2	nt	4	1	-1	-7
COc1ccc(N(CC(=O)N2CCCCC2)S(=O)(=O)c2c(C)nn(C)c2C)cc1	4	5	0	-5	-1	-2	-6
Cc1nc(C)c(-c2csc(Nc3ccc(N)cc3)n2)s1	-3	0	-57	56	-5	-1	-3
O=C(CCC1CCCC1)Nc1nnc(-c2ccc3c(c2)OCO3)s1	-15	nt	nt	-11	nt	nt	-7
O=C(CCNC(=O)N1CC(=O)Nc2ccccc21)NCc1cccc(Cl)c1	4	5	10	2	4	-7	3
CC(=O)c1ccc(S(=O)(=O)N2CCNCC2)cc1	-11	-4	0	-2	1	1	2
COc1ccc(Cl)cc1C(=O)Nc1nc2ccccc2[nH]1	79*	-2	72*	42	nt	-1	6
O=C(Cc1ccccc1)N1C[C@H]2[C@@H](c3ccccc31)[C@@H](CO)N2C(=O)C1CC1	18	25*	0	9	1	-1	-3
CO/N=C/c1ccc(N2CCN(C(=O)c3cccc(C(F)(F)F)c3)CC2)c([N+](=O)[O-])c1	17	nt	nt	nt	2	-2	27
CCC(=O)N[C@H]1C=C[C@H](CC(=O)NCc2ccccc2OC)O[C@@H]1CO	4	3	3	11	1	3	nt
CO[C@H](CN(C)C(=O)c1cc(Cl)cc(Cl)c1)[C@@H](C)CN(C(=O)Nc1ccc(F)cc1)[C@H](C)CO	-13	nt	8	nt	1	1	2
CSc1ccc(OC2(C)CCN(Cc3cc4ccccc4o3)C2)cc1 (centres undefined)	-15	3	9	nt	1	-6	nt
COc1cccc2sc(Nc3nc4ccc(NC(C)=O)cc4s3)nc12	nt	1	-3	0	2	-2	-1
Cc1cccc(C(O)c2ncc(-c3ccccc3F)[nH]2)c1C (centres undefined)	1	5	-7	-2	1	nt	nt
